Bioassay records as filed in PubChem.
D1 antag – antagonists of human D1 dopamine receptor; AID 504652; activity change, negative = inhibition, % at 10 µM; 3.2% of 360,000 active; HEK293 TREx D1 cells, calcium flux, dopamine EC80; stronger effect = lower value; P21728; in the data active = activity change below about -30%; also: % is scaled to controls: 0 for no effect and ±100 for the full control effect
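Tetracycline-induced HEK293 T-REx cells with force-coupled D1 receptor were loaded with a no-wash calcium dye. Compound was added after a 10 s baseline and read kinetically for 180 s; EC80 dopamine was then added and calcium flux followed another 180 s.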
RXFP1 ag – activates the human relaxin receptor RXFP1. 0.3% of 370,000 active. Potency, µM (series often up to 57.5 µM), for inactives: top-dose activation, actives largely listed as activators. Q9HBX9. HEK293T-RXFP1 cAMP TR-FRET, 30 min; response scale: percent of porcine relaxin response, buffer zero; also: potency is read from the fitted curve at half-maximal effect; % is scaled to controls: 0 for no effect and ±100 for the full control effect; nearly all actives have a fitted effect of over 60% in size; many of its hits are not listed in these tables
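HEK293T cells stably expressing RXFP1 were pretreated with the PDE4 inhibitor Ro 20174, exposed to compounds for 30 min at 37C, lysed, and cAMP was read by TR-FRET. Data normalized to buffer (basal) and 29 nM porcine relaxin (100%).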
D1 ag – agonists of human D1 dopamine receptor; HEK293 T-REx D1 cells, calcium flux, agonist mode; activation, % at 2 µM; 1% of 360,000 active; in the data active = activation above about 30%; also: 0% is about no effect
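Tetracycline-induced HEK293 TREx D1 cells, force-coupled to calcium signalling, were dye-loaded with a no-wash calcium kit. Compound was pin-added after a 10 s baseline. Fluorescence was read kinetically at 1 cycle/s for 180 s, with calcium rises flagged as agonism.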
D2 potentiator – positive allosteric modulators of human D2 dopamine receptor; P14416; HEK293 T-REx D2, calcium flux, EC20 dopamine potentiation; potentiation, % at 10 µM; 0.34% of 340,000 active; AID 485347;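 active = potentiation over 3 SD above the plate norm, cut at about 30% in these data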; also: 0% is about no effect
Target sequence (P14416 whole entry, looked up): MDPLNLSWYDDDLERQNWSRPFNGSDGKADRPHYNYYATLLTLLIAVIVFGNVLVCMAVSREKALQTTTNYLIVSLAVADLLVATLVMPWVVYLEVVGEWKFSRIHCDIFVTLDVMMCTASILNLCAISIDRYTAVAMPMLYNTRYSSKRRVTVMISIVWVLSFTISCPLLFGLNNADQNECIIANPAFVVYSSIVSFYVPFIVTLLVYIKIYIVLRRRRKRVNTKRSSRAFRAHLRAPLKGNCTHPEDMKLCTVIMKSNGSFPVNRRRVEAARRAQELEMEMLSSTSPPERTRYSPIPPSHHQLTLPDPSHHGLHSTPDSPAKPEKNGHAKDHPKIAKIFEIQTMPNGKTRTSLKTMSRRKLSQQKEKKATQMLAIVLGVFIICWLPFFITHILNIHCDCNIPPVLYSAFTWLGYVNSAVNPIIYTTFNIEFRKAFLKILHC
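Cells plated with tetracycline inducer and held overnight at 30 C; calcium dye loaded 30–90 min at room temperature; baseline taken, compound added and read 180 s; EC20 dopamine then added and read 180 s.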
LDHA inh – blocks human lactate dehydrogenase A. P00338. purified LDHA, NADH/diaphorase-resazurin fluorescence; stronger effect = lower value. activity change, % (values are at about 110 or 230 µM). 0.15% of 480,000 active. AID 1347041; in the data active = activity change below about -30%; inconclusive = mostly about -25% to -30%;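 also: plate controls were DMSO wells for no effect and wells without enzyme for full effect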
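Enzyme activity of human lactate dehydrogenase 5 (2 nM; 0.06 mM NADH, 0.2 mM pyruvate, 5 min, RT) is measured via a resazurin/diaphorase fluorescence readout of residual NADH.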
Vif-APOBEC3F blk – blocks the Vif interaction with APOBEC3F; HeLa A3F-eYFP + Vif (tagged APOBEC3F with the HIV-1 protein that degrades it), YFP fluorescence increase; Potency, µM (top dose mostly 46.1 µM), for the others: top-dose activity, negative = active; 0.2% of 390,000 active; also: potency is read from the fitted curve at half-maximal effect; % of control where 0% means no effect; nearly all actives have a fitted effect of over 65% in size
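HeLa cells stably expressing Vif plus C-terminally eYFP-tagged A3F were seeded, incubated overnight at 37 deg C, dosed with compound, incubated overnight again at 37 deg C. Yellow fluorescence (Ex 488/Em 500-530) reported blocked Vif-mediated A3F-eYFP degradation.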
Glioma ERSR ind – induces the endoplasmic reticulum stress response in human glioma cells | U87-MG GRP78 promoter luciferase reporter, 16 h | Potency, µM, inactives show at the highest dose activation, hits mostly activators | AID 602332 | 0.02% of 420,000 active; also: potency is read from the fitted curve at half-maximal effect; series mostly up to about 76 µM; % of control where 0% means no effect; nearly all actives have a fitted effect of over 35% in size
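Stably transfected U87-MG human glioma cells carrying a GRP78-based luminescent sensor were seeded at 1000 cells/well, pin-dosed with compounds and incubated 16 h. Luciferase reagent was then added, and end-point luminescence was read after 10 min at room temperature.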
Vif-A3G inh – Vif-A3G binding inhibition; Q9HC16; HeLa A3G-eYFP + Vif (tagged APOBEC3G with the HIV-1 protein that degrades it), YFP fluorescence, overnight; Potency, µM (series often up to 46.1 µM), for the others: at the top dose activity, negative = active, hits mostly inhibitors; 0.076% of 410,000 active; AID 602310;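 also: potency is read from the fitted curve at half-maximal effect; % is scaled to controls: 0 for no effect and ±100 for the full control effect; nearly all actives have a fitted effect of over 60% in size; hits raise eYFP signal because A3G escapes Vif-driven loss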
Target sequence (Q9HC16 whole entry, looked up): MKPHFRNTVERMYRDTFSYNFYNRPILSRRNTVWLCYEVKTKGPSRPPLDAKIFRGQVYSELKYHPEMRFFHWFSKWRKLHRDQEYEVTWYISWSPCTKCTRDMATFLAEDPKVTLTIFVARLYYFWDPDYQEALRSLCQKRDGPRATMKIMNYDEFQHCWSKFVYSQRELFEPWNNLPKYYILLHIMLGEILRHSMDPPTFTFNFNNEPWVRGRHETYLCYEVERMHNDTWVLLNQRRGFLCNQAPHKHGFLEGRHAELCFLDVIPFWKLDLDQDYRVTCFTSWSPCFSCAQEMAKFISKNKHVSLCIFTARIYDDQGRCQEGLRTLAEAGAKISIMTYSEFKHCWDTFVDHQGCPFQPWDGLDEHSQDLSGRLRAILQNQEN
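Read-out is eYFP fluorescence (Ex 488/Em 500-530) from Vif-expressing HeLa A3G-eYFP cells; more signal means A3G escaped Vif-mediated degradation. Cells plated overnight, compound pinned in, incubated overnight at 37 deg C.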
D1 potentiator – enhances dopamine response at the human D1 receptor. HEK293 TREx D1 cells, calcium flux, dopamine EC20 potentiation. potentiation, % at 10 µM. 0.036% of 360,000 active. AID 504651; in the data active = potentiation above about 30%; also: 0% is about no effect
* = called active by the depositor; ? = inconclusive; . = not tested or not shown; & = joins results of further samples. Unless noted, calls follow the shape of the dose curve; as a rule, active = well fitted curve in the direction sought with a large enough effect; inconclusive = small, poorly fitted or top-dose-only effect, or another doubt; inactive = no such curve, though single readings can be large; an effect the other way counts as inactive or inconclusive. Only part of the results is shown. The share of hits here may be higher or lower than overall.

Below each SMILES: RXFP1 ag | Glioma ERSR ind | D1 potentiator | LDHA inh | D1 ag | Vif-APOBEC3F blk | Vif-A3G inh | D2 potentiator | D1 antag
1) COc1cccc(C(C(=O)NCc2ccccc2)N(C(=O)c2csnn2)C2CC2)c1 (stereo not given)
→ -2.5% | -4% | . | -7 | 1 | 5% | -1% | 0 | 6
2) CC(OC(=O)Cn1cnc2c1c(=O)n(C)c(=O)n2C)C(=O)N(C)c1ccccc1 (stereo not given)
→ 3.7% | -1% | 4 | -2 | 2 | -9% | 1% | 2 | 8
3) CN(Cc1ccc(C(C)(C)C)cc1)C(=O)c1ccc2c(c1)OCO2
→ 0.2% | 2% | -3 | -1 | 10 | -3% | 0% | 11 | -15
4) CCOc1cccc(OCCOCCN2CCCC2)c1
→ 0.3% | -4% | -4 | -19 | -2 | 4% | 0% | -16 | -4
5) CCS(=O)(=O)N1CCN(C(=O)c2cccc(OC)c2)CC1
→ -0.1% | -7% | -8 | -7 | 3 | 6% | 1% | . | -9
6) CCN1CCN(S(=O)(=O)c2ccc(Cl)c(C(=O)Nc3ccccc3N3CCCC3)c2)CC1
→ -0.4% | -4% | -1 | -1 | 0 | -11% | 1% | . | 19
7) CCOC(=O)CC1C(=O)NCCN1S(=O)(=O)c1ccc(Cl)c(Cl)c1 (stereo not given)
→ -0.5% | -8% | 3 | -3 | 1 | -5% | 0% | 18 | -27
8) CCc1nc(NCc2cccnc2)c2oc3ccccc3c2n1
→ -0.1% | 7% | 4 | -11 | 1 | -18% | 0% | 0 | 7
9) Cc1cc(C)c(NC(=S)N(C)C)c(C)c1
→ -1.3% | -1% | -1 | 0 | 1 | 1% | 0% | 7 | 7
10) COc1cc(OC)c(NC(=O)Cn2cccc2)cc1Cl
→ 0.7% | -2% | -6 | 2 | 1 | -16% | 0% | -10 | 0
11) CN(CCOc1ccccc1)C(=O)c1cc([N+](=O)[O-])cc([N+](=O)[O-])c1
→ 0.6% | 3% | -5 | -5 | 0 | -1% | -1% | -1 | 9
12) COc1ccc(OC)c(NC(=O)CCOc2cccc(C)c2)c1
→ -5.5% | -4% | -2 | 6 | 11 | -19% | 0% | -5 | -8
13) COc1ccc2nc(NC(=O)c3ccccc3O)sc2c1
→ 0.4% | -4% | 1 | 3 | 23 | -6% | 1% | -5 | -12
14) Cc1cnc2c(C(=O)O)cnn2c1
→ -0.7% | -5% | 3 | 1 | -2 | 6% | -4% | 2 | -4
15) O=C(CCCc1c[nH]c2ccccc12)N1CCCCCC1
→ 1.4% | 0% | -3 | -2 | 3 | 4% | -6% | -5 | -12
16) CC(C)CN(C(=O)C1CC1)c1c(N)n(Cc2ccccc2)c(=O)[nH]c1=O
→ -0.5% | -4% | 3 | -3 | 4 | 5% | 0% | -3 | 25
17) COc1cc(/C=C2\C(=N)N3N=C(S(=O)(=O)CC(C)C)SC3=NC2=O)ccc1OC(=O)c1ccco1
→ 1.2% | . | -4 | . | 3 | . | . | -5 | 0
18) O=C(CC1C(=O)NCCN1Cc1ccc(F)c(F)c1)NCCCn1ccnc1 (stereo not given)
→ -1.8% | -4% | -8 | 1 | 8 | 2% | 1% | 16 | 8
19) CN(C)c1ccc(NC(=O)Oc2ccccc2)cc1
→ -2.8% | -5% | 1 | 12 | -1 | -3% | -6% | -2 | -12
20) COc1ccc(-c2cc(C(=O)OCC(=O)c3ccc(C)c([N+](=O)[O-])c3)c3ccccc3n2)cc1
→ -1.0% | -3% | -6 | -7 | 5 | 6% | 0% | 7 | 8
21) CC(C)Nc1nc2cccnc2s1
→ 3.3% | -1% | 5 | -7 | 2 | 5% | 0% | 5 | 5
22) Cc1c(NC(=O)CN2C(=O)NC(C)(c3ccccc3)C2=O)c(=O)n(-c2ccccc2)n1C (stereo not given)
→ 2.4% | -2% | -5 | -5 | 3 | 2% | 0% | 9 | -32*
23) CCOC(=O)Cc1csc(NS(C)(=O)=O)n1
→ -1.8% | -1% | -1 | -3 | 1 | 0% | -1% | 3 | 6
24) COc1cc(C2CC(c3cccs3)=NN2C(=O)CCl)ccc1OC(F)F (stereo not given)
→ 1.1% | ? | 1 | -5 | 2 | -11% | -21% | . | -5
25) CN(C)c1cccc(C(=O)NNC(=S)NC2CCCC2)c1
→ -1.8% | -1% | -6 | 1 | 0 | 8% | 1% | 7 | .
26) COC(=O)c1ccccc1NC(=S)NC(=O)C1CC1
→ -0.8% | -3% | -9 | -3 | 1 | 0% | -3% | 16 | 2
27) COc1cc(-c2nc(CN(C)Cc3nnc(C)o3)c(C)o2)ccc1F
→ -1.4% | -3% | -3 | -10 | 1 | 4% | 2% | 12 | 0
28) O=C(O)CCCC(=O)N(Cc1ccccc1)Cc1ccccc1
→ -0.4% | -2% | 2 | 0 | 4 | -6% | 0% | -3 | -15
29) COc1ccc(C/C(N)=N/OC(=O)CCc2ccccc2)cc1
→ 1.6% | 17% | . | -1 | 3 | 8% | -2% | -8 | -7
30) C=CCc1cccc(C=Nc2ccc(Br)cc2)c1O
→ 1.4% | -4% | 1 | -2 | 0 | -3% | 0% | 15 | -22

An excerpt of these results, with one line to a screen:
[17] COc1cc(/C=C2\C(=N)N3N=C(S(=O)(=O)CC(C)C)SC3=NC2=O)ccc1OC(=O)c1ccco1
[18] O=C(CC1C(=O)NCCN1Cc1ccc(F)c(F)c1)NCCCn1ccnc1 (stereo not given)
[19] CN(C)c1ccc(NC(=O)Oc2ccccc2)cc1

entry no. | 17 | 18 | 19
RXFP1 ag | 1.2% | -1.8% | -2.8%
Glioma ERSR ind | . | -4% | -5%
D1 potentiator | -4 | -8 | 1
LDHA inh | . | 1 | 12
D1 ag | 3 | 8 | -1
Vif-APOBEC3F blk | . | 2% | -3%
Vif-A3G inh | . | 1% | -6%
D2 potentiator | -5 | 16 | -2
D1 antag | 0 | 8 | -12

Structural class, the compounds so far with fluorine (3)
Below each SMILES: RXFP1 ag | Glioma ERSR ind | D1 potentiator | LDHA inh | D1 ag | Vif-APOBEC3F blk | Vif-A3G inh | D2 potentiator | D1 antag
18) O=C(CC1C(=O)NCCN1Cc1ccc(F)c(F)c1)NCCCn1ccnc1 (stereo not given)
→ -1.8% | -4% | -8 | 1 | 8 | 2% | 1% | 16 | 8
24) COc1cc(C2CC(c3cccs3)=NN2C(=O)CCl)ccc1OC(F)F (stereo not given)
→ 1.1% | ? | 1 | -5 | 2 | -11% | -21% | . | -5
27) COc1cc(-c2nc(CN(C)Cc3nnc(C)o3)c(C)o2)ccc1F
→ -1.4% | -3% | -3 | -10 | 1 | 4% | 2% | 12 | 0

Continued.
Below each SMILES: RXFP1 ag | Glioma ERSR ind | D1 potentiator | LDHA inh | D1 ag | Vif-APOBEC3F blk | Vif-A3G inh | D2 potentiator | D1 antag
31) CCOC(=O)[C@@H]1[C@H]2COc3ccccc3[C@H]2N2C(=O)N(c3cccc(C)c3)C(=O)[C@]12C
→ . | -3% | . | -4 | . | 6% | -1% | . | .
32) COC(=O)C1=C(Nc2ccc(OC)cc2)C=C(C)C(C(=O)OC)C1c1ccc(C)cc1 (stereo not given)
→ -0.5% | 2% | 4 | 1 | 3 | 0% | -9% | -11 | -9
33) CCCCOC(=O)c1ccc(NC(=O)/C(C#N)=C/c2ccc(-c3ccccc3)o2)cc1
→ -0.1% | -3% | 7 | -1 | 127* | ? | -13% | -4 | 0
34) O=C(Oc1ccc(Cl)c2cccnc12)c1ccco1
→ -0.3% | ? | -8 | 5 | 0 | -7% | 11µM* | 1 | 5
35) COc1ccc(NS(=O)(=O)c2cn(C)cn2)c(OC)c1
→ -0.6% | -3% | -4 | 1 | 4 | -2% | 4% | -6 | 6
36) Cc1cccc(NC(=O)CN(C)C(=O)C2CC2)c1C
→ 0.8% | -3% | -6 | 2 | 4 | 1% | 0% | 5 | 13
37) O=C(NCc1ccco1)/C(=C\c1ccco1)NC(=O)c1ccco1
→ -0.8% | -3% | 4 | 0 | 16 | 0% | 3% | 3 | -5
38) Cc1ccc(C)c(N2CCN(C(=O)c3ccc4c(c3)c(C)c(C)n4C)CC2)c1
→ 0.9%&0.8% | -2%&-4% | 10&3 | 0&8 | 3&4 | ? | 1%&-8% | 9&5 | 40&54
39) Cc1ccc(/C=N/NC(=O)c2c(C)nc3ccc(Br)cn23)cc1
→ 0.4% | -5% | -4 | -5 | -2 | -12% | ? | 18 | -10
40) O=C(NCc1ccco1)c1sc(=S)n2c1[nH]c(=O)c1ccccc12
→ 0.9% | -2% | -8 | -14 | 49* | -8% | 1% | 4 | -28
41) COC(=O)c1onc(-c2c(Cl)cccc2Cl)c1C(=O)OC
→ 1.8% | 0% | 1 | 1 | 12 | -3% | 6% | -12 | 7
42) Cc1ccc(-n2nc3c(c2NC(=O)c2ccc(F)c(F)c2)CS(=O)(=O)C3)cc1
→ 2.7% | -2% | 9 | -4 | 2 | -5% | 3% | 9 | 4
43) N#Cc1ccc(C(=O)OCC(=O)N2CCN(C(=O)c3ccco3)CC2)cc1
→ . | -1% | . | -3 | . | 4% | 2% | . | .
44) O=C(NCc1ccccc1F)c1cccc(S(=O)(=O)NCc2ccccc2)c1
→ -0.2% | -5% | -3 | -2 | 1 | 3% | -1% | -6 | -29
45) Cc1nc(Nc2ccc(Cl)cc2)cc(-c2ccccc2)n1
→ 6.0% | -4% | 0 | 5 | 0 | ? | -19% | 12 | -7
46) O=C(CCN1C(=O)/C(=C\c2ccccc2)SC1=S)N1CCOCC1
→ 0.1% | 2% | 6 | -3 | 4 | 10% | -5% | 7 | -14
47) Cc1ccc(-c2onc(C)c2C)cc1S(=O)(=O)N1CCN(c2ccccc2F)CC1
→ -0.6% | -4% | -2 | -7 | 3 | 7% | 6% | 13 | 8
48) O=C(NNC(=O)C12CC3CC(CC(Br)(C3)C1)C2)c1ccccc1F
→ . | 2% | . | -3 | . | 2% | 0% | . | .
49) CCOC(=O)C1(Cc2ccccc2)CCN(Cc2ccc3c(c2)OCCO3)CC1
→ -0.9% | -2% | -4 | -6 | 12 | 1% | 0% | -27 | -8
50) Cc1ccc(NC(=O)c2oc3ccc(S(=O)(=O)N(C)C4CCCCC4)cc3c2C)c(C)c1
→ 3.7% | -2% | -1 | 1 | -1 | -9% | 0% | -10 | 6
